ERK EGF block: qHTS Assay for Inhibitors of the ERK Signaling Pathway using a Homogeneous Screening Assay; Stimulation with EGF. HEK293-V1b, EGF-stimulated phospho-ERK AlphaScreen. Potency, µM (series often up to 11.5 µM), for inactives: at the top dose activity change, negative = inhibition, actives largely listed as inhibitors. 0.41% of 130,000 active. AID 1454, 2008; active = well fitted inhibition curve with a large enough effect; inconclusive = small, poorly fitted or top-dose-only effect, or effect the other way;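 note: plate controls were stimulated vehicle wells for no effect and unstimulated vehicle basal for full effect; nearly all actives have a fitted effect of over 55% in size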
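Stably V1b-transfected HEK293 cells; 30 min compound, then EGF 25 nM final for 5 min at 37C; 10 min lysis; phospho-ERK by AlphaScreen after 5 hr beads at room temperature.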
Starred values were filed as active, the others as inactive; u = inconclusive; [ ] = remark or other dose. Potency is the fitted concentration of half-maximal effect.

SMILES	ERK EGF block
COc1ccc(-c2c(NC(=O)c3ccco3)n(C)c3ccccc3c2=O)cc1	-1%[57.5 µM]
COc1ccc(CC2(CO)CCN(Cc3ccc(OC(F)(F)F)cc3)CC2)cc1	-4%
CC(=O)Nc1ccc(NC(=O)C(C)OC(=O)CNC(=O)c2sc3ccccc3c2Cl)cc1 (configuration not stated)	6%
C=CC[C@@H]1C=C[C@H](O/N=C/[C@@H](NS(=O)(=O)c2ccc(C)cc2)[C@H](C)/C=C/CC(=O)OC)[C@@H](CO)O1	0%
Cc1nn(Cc2ccc(Cl)cc2)c(C)c1NC(=O)/C=C/c1cnn(C)c1	-16%
CCOc1ccc2nc(Cl)c(C3CC(c4ccccc4)=NN3C(=O)c3cccs3)cc2c1 (configuration not stated)	9%
COc1ccc(/C=C/C(=O)Oc2cc(O)cc(O)c2)cc1	4%[57.5 µM]
CO/N=C/C=C1/N(C)c2ccccc2C1(C)C	-2%
CCC1=C2CC[C@H]3C(=O)NC(=O)[C@H]3[C@H]2[C@@]2(Cc3ccccc3)C(=NCC3CC3)OC(=O)N2C1=O	3%
NC(=O)CNc1n[nH]c(=S)[nH]c1=O	0%
Fc1ccc(-c2nnc3n2CCCCC3)cc1	3%
Cn1c(CNc2ccc(Cl)cc2)nnc1SCCN1CCCCC1	4%
COC(=O)C1=C(C)Nc2nc(SCc3ccccc3)[nH]c(=O)c2C1c1cccs1 (configuration not stated)	0%
O=C(c1cnccn1)N1CCc2c([nH]c3ccccc23)C1c1cccc(Cl)c1 (configuration not stated)	0%
CC/C(=N\NC(=O)C1CC1)c1cccc(Cl)c1	1%
O=C(NNC(=O)C1CC2CCC1C2)c1sc2ccccc2c1Cl (configuration not stated)	5%
O=C(Cn1nnc2ccccc21)Nc1ccccc1[N+](=O)[O-]	-6%
O=C(CN1CCCC1)N1c2ccccc2Sc2ccc(C(F)(F)F)cc21	3%
COc1ccc(NC(=O)Cc2c(F)cccc2Cl)c(OC)c1	-1%
OCc1cnc(SCc2ccccc2)n1Cc1ccccc1	2%
Cc1cc(C)n(CC(C)NCc2c(C(=O)N3CCOCC3)nc3c(C)cccn23)n1 (configuration not stated)	-11%[57.5 µM]
Cc1cc(N2CCCC2)nc2ccc(NC(=S)NCCCOC(C)C)cc12	-4%
CCCNC(=O)N1N=C(c2ccc(N)cc2)c2cc3c(cc2[C@H]1C)OCO3	-4%
CCCCOCC1CC(CC#CCN2CCCCC2)C(=O)O1 (configuration not stated)	2%
CC(=O)Nc1ccc(OS(=O)(=O)c2ccc(C)cc2C)cc1	0%
CN(C)c1ccc(/C=N/NC(=O)COc2ccccc2)cc1	0%
CCC(=O)Nc1nc(C)c(C(=O)NC2CCCCC2)s1	3%
CCOC(=O)/C(=C\c1ccc(OC(F)F)cc1)C1=Nn2c(nnc2-c2ccc(Cl)cc2)SC1	4%
Cc1ccc(/C=C2\SC(N)=NC2=O)s1	-2%
C=CCNC(=S)NNC(=O)C(CC(C)C)CC(C)O (configuration not stated)	-6%[57.5 µM]

Reformatted as comma-separated lines: 3 of the compounds above.
molecule,ERK EGF block
CCC(=O)Nc1nc(C)c(C(=O)NC2CCCCC2)s1,3%
CCOC(=O)/C(=C\c1ccc(OC(F)F)cc1)C1=Nn2c(nnc2-c2ccc(Cl)cc2)SC1,4%
Cc1ccc(/C=C2\SC(N)=NC2=O)s1,-2%

14 compounds from above, sorted by count of non-hydrogen atoms, rising.
SMILES	ERK EGF block
NC(=O)CNc1n[nH]c(=S)[nH]c1=O	0%
Cc1ccc(/C=C2\SC(N)=NC2=O)s1	-2%
Fc1ccc(-c2nnc3n2CCCCC3)cc1	3%
C=CCNC(=S)NNC(=O)C(CC(C)C)CC(C)O (configuration not stated)	-6%[57.5 µM]
CCC(=O)Nc1nc(C)c(C(=O)NC2CCCCC2)s1	3%
CCCCOCC1CC(CC#CCN2CCCCC2)C(=O)O1 (configuration not stated)	2%
O=C(NNC(=O)C1CC2CCC1C2)c1sc2ccccc2c1Cl (configuration not stated)	5%
Cn1c(CNc2ccc(Cl)cc2)nnc1SCCN1CCCCC1	4%
O=C(CN1CCCC1)N1c2ccccc2Sc2ccc(C(F)(F)F)cc21	3%
CCCNC(=O)N1N=C(c2ccc(N)cc2)c2cc3c(cc2[C@H]1C)OCO3	-4%
O=C(c1cnccn1)N1CCc2c([nH]c3ccccc23)C1c1cccc(Cl)c1 (configuration not stated)	0%
COC(=O)C1=C(C)Nc2nc(SCc3ccccc3)[nH]c(=O)c2C1c1cccs1 (configuration not stated)	0%
Cc1cc(C)n(CC(C)NCc2c(C(=O)N3CCOCC3)nc3c(C)cccn23)n1 (configuration not stated)	-11%[57.5 µM]
CCOC(=O)/C(=C\c1ccc(OC(F)F)cc1)C1=Nn2c(nnc2-c2ccc(Cl)cc2)SC1	4%

Continuation:
SMILES	ERK EGF block
Cc1nn(-c2ccccc2)c2sc(C(=O)OCn3nnc4ccccc4c3=O)cc12	11%
O=c1[nH]c(NNC(=S)NCc2ccccc2)nc2c1C1(CCCCC1)Cc1ccccc1-2	2%
CCN(CC)C(=O)CSc1nnc(COc2ccccc2)n1N	12%
CCc1cc2c(N[C@@H](Cc3c[nH]c4ccccc34)C(=O)O)ncnc2s1	2%
COC(=O)[C@@H]1C[C@H]2CC[C@H](O)C[C@H]2N1Cc1ccc(C(C)(C)C)cc1	16%
COc1ccc(N=CC2=C(O)CC(C)(C)CC2=O)cc1OC	1%[57.5 µM]
c1ccc(-c2noc(CC3CCCCC3)n2)cc1	25%
COc1ccccc1N1C(=O)CC(Sc2ccccc2N)C1=O (configuration not stated)	2%[57.5 µM]
Cc1ccc(OCC(=O)c2cc(C)n(Cc3ccco3)c2C)c([N+](=O)[O-])n1	u
Cc1ccc(N2CC(C(=O)NCc3cccs3)CC2=O)cc1C (configuration not stated)	-5%
Brc1ccc(CSc2ccc3nnc(-c4ccccn4)n3n2)cc1	-2%
CN1CCN(NC(=O)CN2C(=O)/C(=C/c3ccccc3F)SC2=S)CC1	6%
Cc1cc(-c2csc(NC(=O)c3ccc(S(=O)(=O)N(C)C)cc3)n2)c(C)n1-c1ccccc1	5%
Cc1ccc(C)c(NC(=O)CCC(=O)NNC(=O)c2cccs2)c1	6%
Cc1ccc(NC(=O)CN(C)CC(=O)Nc2ccc(N3CCOCC3)cc2)c([N+](=O)[O-])c1	1%
CCc1cccc(C)c1NC(=O)CO/N=C(\C)c1cc2ccccc2o1	1%
CC1=NNC(=O)/C1=C\c1cn(-c2ccccc2)nc1-c1cccs1	u
COC(=O)CSc1nnc(-c2ccccn2)n1Cc1ccco1	10%
O=C(COC(=O)/C=C/c1ccccc1)Nc1cc(C(F)(F)F)ccc1N1CCOCC1	-4%
CS(=O)(=O)OCCCCOS(C)(=O)=O	5%
O=C(O)c1ccccc1-c1ccccc1C(=O)NNc1ccccc1	-7%
Cc1cc(-c2n[nH]c(=S)n2/N=C/c2cc([N+](=O)[O-])ccc2Cl)n[nH]1	2%
CCOC(=O)/C(=N/Nc1ccccc1)Sc1nnnn1-c1ccc(C)cc1	-3%
CCOc1ccc(N(C(=O)c2cnsn2)C(C(=O)NC2CCCCC2)c2ccncc2)cc1 (configuration not stated)	-8%
COc1cccc(/C=C/C(=O)NCc2cn3cc(Cl)ccc3n2)c1OC	-7%
OCC1CCCN(c2nc(CN3CCCCC3)nc3scc(-c4ccccc4)c23)C1 (configuration not stated)	-12%
Cc1ccc(S(=O)(=O)Nc2cccc3c2CCCC3)cc1	2%
O=[N+]([O-])c1ccc(NCc2ccccn2)nc1	4%
CC(=O)CSc1nnc(Cc2ccc3c(c2)OCO3)o1	-1%
N/C(=N\OC(=O)C(c1ccccc1)c1ccccc1)c1ccncc1	7%[57.5 µM]
O=C(COc1ccc(Br)cc1)N1CCc2ccccc2C1	-5%
CC(C)(C)NC(=O)C(c1ccc(O)cc1)N(Cc1ccco1)C(=O)Cn1nnc(-c2cccs2)n1 (configuration not stated)	4%
O=C(COC(=O)[C@@H]1CC(O)CN1S(=O)(=O)c1ccccc1[N+](=O)[O-])c1ccccc1 (some centres not stated)	11%
CCN1CCN(c2nc3ccccc3n3cnnc23)CC1	5%[57.5 µM]
COC(=O)c1ccc(COc2ccc(/C=N/Nc3cccc(C(=O)O)c3)cc2)cc1	7%[57.5 µM]
O=C(c1ccccc1)N1CCN(c2ccc([N+](=O)[O-])c(NCC3CCCO3)c2)CC1 (configuration not stated)	u
CCOC(=O)c1c(NC(=O)c2ccncc2)sc(C)c1C	-3%
O=C(Nc1ccc(-c2nc3ccccc3s2)cc1)C1=COCCO1	-24%
COC(=O)C1(C)Nc2ccccc2C(=O)N1c1ccccc1OC (configuration not stated)	-4%
O=C(O)CSCC(=O)NC1CCCc2ccccc21 (configuration not stated)	9%[57.5 µM]
COc1ccccc1/C=N/NC(=O)c1ccc(NC(=O)c2ccccc2Br)cc1	-1%
Cn1nc(-c2ccccc2)cc1NC(=O)Nc1ccc(F)cc1	-9%[57.5 µM]
O=C1C(=O)N(CCN2CCOCC2)C(c2cccnc2)/C1=C(/O)c1ccc(Cl)cc1 (configuration not stated)	-4%
O=C(c1ccc(Cl)c(S(=O)(=O)N2CCCC2)c1)N1CCN(c2ncccn2)CC1	-2%
N[C@@H](CO)c1nnc([C@H](CC(=O)O)NC(=O)C2CCNCC2)o1	-9%[57.5 µM]
O=C(CN1CCOCC1)Nc1ncc(Cc2cccc(Cl)c2)s1	4%
Cn1c(=O)c2c(ncn2CC(O)CO)n(C)c1=O (configuration not stated)	-20%[57.5 µM]
N#Cc1cccc(NC(=O)Cn2c3[n+](c4ccc(C(F)(F)F)cc42)CCCCC3)c1	5%
CC1(C)SC2[C@H](NC(=O)C(NC(=O)N3CCNC3=O)c3ccccc3)C(=O)N2C1C(=O)O (some centres not stated)	-4%
CCCC(C)NC(=O)c1sc2nc3n(c(=O)c2c1C)CCC3 (configuration not stated)	8%
O=C(CCCn1cnc([N+](=O)[O-])n1)Nc1cc(Cl)ccc1O	-4%
COc1ccc(NC(=O)CN2C(=O)CSC(C)C2=O)c(OC)c1 (configuration not stated)	2%
COc1cc(NS(=O)(=O)c2ccccc2)ccc1-n1nc(C)cc1C	5%
C=CCNC(=S)NNC(=O)c1ccc([N+](=O)[O-])cc1	-2%[57.5 µM]
CSc1nnc(C)c(=O)n1COC(=O)COc1ccc2ccccc2c1	2%
CC(NC(=O)NC12CC3CC(CC(C3)C1)C2)C1CCCO1 (configuration not stated)	2%
COc1ccc(-c2cc3nc(C)cc(N4CC(C)CC(C)C4)n3n2)cc1 (configuration not stated)	-5%
C/C(CC(=O)Nc1cccc(Cl)c1C)=N\NC(=O)C(=O)NCC(C)C	3%
COc1cc(/C=N/NC(=O)CCNC(=O)c2ccccc2Cl)ccc1O	-5%
Cc1ccc2cccc(S(=O)(=O)N3CCN(c4ccccc4F)CC3)c2n1	25%
Going on with the list.
SMILES	ERK EGF block
CCOc1cc(CNCc2ccccn2)ccc1OCC(=O)NC(C)(C)C	2%
CN1CCN(CCOc2ccc(Cl)c(Cl)c2)CC1	6%
O=c1c2ccccc2cnn1Cc1n[nH]c(=S)n1-c1ccccc1Cl	-2%
Cn1cc(/C=N/NC(=O)c2cc3cc(Br)ccc3o2)c2ccccc21	4%[57.5 µM]
COc1ccc(C2CC(=O)C(C(c3ccc(O)cc3)C3C(=O)CC(c4ccc(OC)cc4)CC3=O)C(=O)C2)cc1 (configuration not stated)	-16%[57.5 µM]
Cc1ccc(S(=O)(=O)N(C)c2c(C)ccc(S(=O)(=O)Nc3ccncc3)c2C)cc1	6%
CCOC(=O)C=Nc1c(N)n(C)c(=O)n(C)c1=O	9%
COc1ccc(N2CCN(Cc3nc4c(c(=O)[nH]c(=O)n4C)n3Cc3cccc(Cl)c3)CC2)cc1	8%[57.5 µM]
Nc1cc(Cl)ccc1C(=O)OCC(=O)N1CCOCC1	8%[57.5 µM]
O=C(NCc1ccccc1Cl)c1cccc(NC(=O)c2ccccc2)c1	2%
Cc1ccc(C(=O)C(NC(=O)c2ccco2)Nc2sc3c(c2C(N)=O)CCCC3)cc1 (configuration not stated)	-8%
CC(=O)Nc1ccc(S(=O)(=O)NC2(C(F)(F)F)C(=O)Nc3c2c(=O)[nH]c(=O)n3Cc2cccnc2)cc1 (configuration not stated)	2%
O=C(NC1CCCCCC1)c1ccc[nH]c1=S	7%
O=C(N/N=C/c1ccc([N+](=O)[O-])cc1)c1cccs1	-6%[57.5 µM]
CCc1ccc(/C=N/Nc2nn[nH]n2)cc1	-9%
CCOC(=O)C1=C(C)N[C@@]2(O)c3ccccc3C(=O)[C@@]12O	-2%[57.5 µM]
NC(=O)[C@@H]1CCCN1Cc1nc(-c2ccc(C(F)(F)F)cc2)no1	6%
Cc1ccc2c([N+](=O)[O-])cccc2n1	18%
Cc1c(N=C/C=C2/N(C)c3ccccc3C2(C)C)c(=O)n(-c2ccccc2)n1C	-3%
N#Cc1ccc(CS(=O)(=O)c2nc3ccccc3s2)cc1	-7%
Oc1nc(Nc2ccccc2)sc1/C=C1\C=Nc2ccccc21	u
O=C(COC(=O)c1ccc2c(c1[N+](=O)[O-])C(=O)c1ccccc1C2=O)NC1CC1	u
Cn1c(=O)c2c(SCC(=O)Nc3nccs3)nc(C3CC3)nc2n(C)c1=O	2%[57.5 µM]
N#C/C(=C\c1ccccc1C(F)(F)F)C(=O)Nc1ccccc1	5%
Cc1cccc(N=C(NO)c2nonc2N)c1	-8%

Source: PubChem BioAssay

Only part of the results is shown (hit frequency here may not be typical).
